# HTR5A inv ag: counter-screen for OPRM1-OPRD1 inverse agonists: human HTR5A inverse agonism; P47898; HTR5A cell line, luminescence; inhibition, % at 9.3 µM; actives 0.083% (n = 340,000); in the data active means inhibition mostly above about 23%, no sharp cut-off; inactive means mostly below about 18%;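 further: 0% = cells with DMSO and 100% = no-cell wells with DMSO; some compounds called inactive have numbers as strong as hits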
# Target sequence (P47898 whole entry, looked up): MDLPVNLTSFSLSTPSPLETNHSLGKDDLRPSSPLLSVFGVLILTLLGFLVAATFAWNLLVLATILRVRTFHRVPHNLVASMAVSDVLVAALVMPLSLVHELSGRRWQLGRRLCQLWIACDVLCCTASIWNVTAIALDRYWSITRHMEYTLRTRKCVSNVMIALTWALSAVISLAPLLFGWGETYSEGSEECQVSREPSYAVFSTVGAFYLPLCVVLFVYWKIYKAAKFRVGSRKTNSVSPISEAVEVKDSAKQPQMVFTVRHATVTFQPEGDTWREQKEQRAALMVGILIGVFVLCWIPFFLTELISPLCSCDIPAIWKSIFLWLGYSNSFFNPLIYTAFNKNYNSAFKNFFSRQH
# OPRM1-OPRD1 ag: agonists of human mu-delta opioid receptor heterodimerization; cells, OPRM1-OPRD1 heterodimerization, luminescence; activation, % at 9.3 µM; actives 0.3% (n = 340,000); in the data active means activation above about 18%;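 further: 0% = vehicle-treated cells and 100% = reference agonist; values of inactives mirror those of a sister screen read the other way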
# AddAB inh: less growth of phage-infected E. coli with AddAB. E. coli expressing H. pylori AddAB, absorbance growth. inhibition, % at 11.9 µM. actives 0.29% (n = 330,000); in the data active means inhibition above about 12%;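 further: 0% = vehicle wells of infected cells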
# MOR-DOR inv ag: inverse agonist of human OPRM1-OPRD1 heterodimerization. cell-based MOR-DOR heterodimer luminescence, inverse agonism. actives 0.21% (n = 340,000). AID 504357. P35372+P41143. inhibition, % at 9.3 µM; in the data active means inhibition above about 22%, passing the limit was not always enough;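 further: 0% = cells with DMSO and 100% = wells without cells with DMSO; values of inactives mirror those of a sister screen read the other way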
# HTR5A ag: counter-screen for OPRM1-OPRD1 agonists: human HTR5A agonism | P47898 | HTR5A agonist assay, luminescence, cell-based | activation, % at 9.3 µM | actives 0.61% (n = 340,000); in the data active means activation mostly above about 9.5%, no sharp cut-off; inactive means mostly below about 7.6%;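 further: 0% = cells with vehicle only and 100% = reference agonist; strong numbers were not always called active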
# phage Ecoli inh: E. coli growth loss with phage present; growth absorbance; inhibition, % at 11.9 µM; actives 0.26% (n = 360,000); AID 651602; in the data active means inhibition above about 11%
# SUMO Mot1 rescue: inhibitors of SUMOylation pathway: yeast Mot1-301 growth rescue; S. cerevisiae Mot1-301 growth rescue, ATP luminescence, 38.5C; percent above DMSO median, 100 means doubled; growth rescue, % at 18.8 µM; actives 1% (n = 320,000); AID 2716;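 active means every valid replicate shows activation above 250% relative to neutral control wells; inactive means the rest, any valid replicate at or below 250%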;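 further: OY570 slx delta 5 strain wells were the positive control but not used for scaling; some compounds called inactive have numbers as strong as hits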
# Ecoli viability: reduces bacterial viability in AddAB counter-screen. inhibition, % at 11.9 µM. actives 0.27% (n = 330,000). E. coli V3065 growth, OD600 absorbance, 18 h;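 active means inhibition above the campaign's mean inhibition across all tested compounds plus 3 SD, cut at about 9.9% in these data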;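 further: uninfected addAB+ strain grown without phage in ampicillin broth; 0% = DMSO wells and 100% = ciprofloxacin 0.95 µg/ml wells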
# PKA-R1A act: activates the PKA-R1A holoenzyme complex; P00514+P68181; PKA-R1A dissociation, Cy5-IP20 fluorescence polarization; scaled: DMSO 0%, 113 µM cGMP 100%; activation, % at 11.4 µM; actives 0.083% (n = 340,000); AID 504707;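 active means percent activation above the mean of all tested compounds plus 3 SD, cut at about 19% in these data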;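 further: higher means more PKAc released from R1A so a rise in polarization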
# PfHsp90 yeast 2: inhibits growth of yeast expressing Plasmodium falciparum Hsp90; S. cerevisiae expressing PfHsp90, BacTiter-Glo ATP, 48 h; yeast lacking PDR1 and PDR3 efflux regulators; actives 0.32% (n = 310,000); AID 504621; inhibition, % at 9.4 µM;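 active means every replicate shows inhibition above about 80%, whatever the replicate mean, limit read from the data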;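 further: 0% = DMSO neutral controls and 100% = 20 µM radicicol positive controls; yeast relying on Plasmodium falciparum Hsp90 in place of its own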
# DSG3 Ab inh: blocks pemphigus antibody binding to human desmoglein-3; P32926; DSG3-coupled beads, scFv-anti-DSG3-GFP binding, flow cytometry; hits give low values; binding (percent of control), % at 10 µM; actives 0.48% (n = 310,000); AID 588358;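 active means binding more than 3 SD below its plate's average and above zero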;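 further: hits lower antibody fragment binding to DSG3; some compounds called inactive have numbers as strong as hits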
# The depositor's hits bear a star; nt = no result given.
# The opening seven compounds as a preview:
SMILES,HTR5A inv ag,OPRM1-OPRD1 ag,AddAB inh,MOR-DOR inv ag,HTR5A ag,phage Ecoli inh,SUMO Mot1 rescue,Ecoli viability,PKA-R1A act,PfHsp90 yeast 2,DSG3 Ab inh
CCOc1ccc(S(=O)(=O)/N=C(/Nc2ccc(C)c(S(=O)(=O)N3CCOCC3)c2)c2ccccc2)cc1,-36,-4.6,1.0,20,14,0.5,542,0.7,-6,1,123
O=C(CN1C(=O)c2ccccc2S1(=O)=O)NCCSCc1ccco1,5,0.2,-1.6,-1,4,-0.2,24,-0.7,4,-14,104
COc1ccc(NS(=O)(=O)c2cc(NC(=O)[C@@H](NC(=O)c3ccccc3)C(C)C)ccc2C)cc1,24,-1.6,1.5,8,-3,2.0,-27,0.2,-11,-35,90
Cc1ccc(NC(=O)Cc2cn3ccsc3n2)nc1,0,-3.5,0.9,17,0,3.4,7,1.7,-7,-16,104
CNC(=S)N/N=C/c1cc(Br)c(OCc2ccncc2)c(OC)c1,17,-0.9,0.5,4,-5,2.6,21,-1.2,-8,4,126
Cc1cc(C)nc(/N=C(\N)Nc2ccc(S(=O)(=O)Nc3nccc(C)n3)cc2)n1,-1,-4.6,0.8,22,2,3.3,536,-2.0,7,-10,100
NNc1ncnc2sc3c(c12)CCC3,-1,-3.2,0.9,15,0,3.4,-1,-0.4,4,-5,100

# The listing, previewed entries included:
SMILES,HTR5A inv ag,OPRM1-OPRD1 ag,AddAB inh,MOR-DOR inv ag,HTR5A ag,phage Ecoli inh,SUMO Mot1 rescue,Ecoli viability,PKA-R1A act,PfHsp90 yeast 2,DSG3 Ab inh
CCOc1ccc(S(=O)(=O)/N=C(/Nc2ccc(C)c(S(=O)(=O)N3CCOCC3)c2)c2ccccc2)cc1,-36,-4.6,1.0,20,14,0.5,542,0.7,-6,1,123
O=C(CN1C(=O)c2ccccc2S1(=O)=O)NCCSCc1ccco1,5,0.2,-1.6,-1,4,-0.2,24,-0.7,4,-14,104
COc1ccc(NS(=O)(=O)c2cc(NC(=O)[C@@H](NC(=O)c3ccccc3)C(C)C)ccc2C)cc1,24,-1.6,1.5,8,-3,2.0,-27,0.2,-11,-35,90
Cc1ccc(NC(=O)Cc2cn3ccsc3n2)nc1,0,-3.5,0.9,17,0,3.4,7,1.7,-7,-16,104
CNC(=S)N/N=C/c1cc(Br)c(OCc2ccncc2)c(OC)c1,17,-0.9,0.5,4,-5,2.6,21,-1.2,-8,4,126
Cc1cc(C)nc(/N=C(\N)Nc2ccc(S(=O)(=O)Nc3nccc(C)n3)cc2)n1,-1,-4.6,0.8,22,2,3.3,536,-2.0,7,-10,100
NNc1ncnc2sc3c(c12)CCC3,-1,-3.2,0.9,15,0,3.4,-1,-0.4,4,-5,100
CCOC(=O)N1CCN(C(=O)c2ccc3nc4cc(Cl)ccc4c(=O)n3c2)CC1,22,-0.9,2.1,5,4,2.6,-7,-2.5,-6,-3,93
CCOC(=O)C(CO)NC(=O)C1(NC(C)=O)CCCC1 (configuration not stated),-7,-3.9,nt,20,2,3.8,nt,nt,-7,-11,91
CC(C)(C)OC(=O)N1CCC(C(=O)N[C@@H](Cc2c[nH]c3ccccc23)C(=O)O)CC1,-14,-4.0,1.6,18,4,-1.2,13,-0.4,-5,12,98
Cc1ccc(S(=O)(=O)N2CCCCC2)cc1NC(=O)c1cccs1,18,-0.3,1.4,1,-7,3.7,0,1.9,-10,30,102
COc1cccc(CNC(=O)Cc2ccc(NC(=O)C3=C(C)OCCS3)cc2)c1,5,1.6,2.5,-8,1,1.8,1,-2.4,-4,19,100
CC(OC(=O)c1cccc(S(=O)(=O)N2CCCC2)c1)C(=O)c1ccccc1 (configuration not stated),10,-1.7,1.6,9,-1,0.2,-2,-1.9,-8,-3,nt
Cc1ccc(C(=O)C(C(=O)/C=C/c2ccccc2)=C2SCCCS2)cc1,-15,-0.3,-3.9,2,-6,1.4,6,1.9,-5,19,102
Cc1ccc2c(c1)N(CC(=O)NCCc1c[nH]c3ccccc13)C(=O)CO2,-21,2.2,-1.1,-12,2,0.9,-6,-2.2,-9,11,100
CC1CC(C)CN(C(=O)COc2ccc([N+](=O)[O-])cc2Cl)C1 (configuration not stated),28,-1.0,0.8,5,2,1.4,-27,2.2,3,-29,96
Cc1[nH]c(C)c(S(=O)(=O)N2CCN(c3cccc(Cl)c3)CC2)c1C(=O)N1CCCCC1,-11,-1.5,2.9,8,3,2.2,-22,-1.9,-5,-23,79
COc1ccccc1OCCNC(=O)C(CCSC)NC(=O)c1ccccc1Cl (configuration not stated),-7,-0.1,1.4,1,3,2.1,55,0.6,-4,-13,108
O=C(NC(=S)NCC1CCCO1)c1ccccc1F (configuration not stated),3,-0.5,4.2,4,-1,2.8,16,-3.4,-11,nt,91
CC(NC(=O)c1ccccc1)C(=O)N/N=C/c1cccc([N+](=O)[O-])c1 (configuration not stated),6,-2.5,-1.9,12,6,2.9,13,-0.9,-12,-6,99
COc1cc(C(=O)Nc2ccccc2C(=O)NCc2cccnc2)cc(OC)c1OC,1,1.3,0.2,-8,0,1.4,7,-2.1,-5,16,nt
Cc1ccc(N2C(=O)CC(N3CCN/C3=C3\CC/C(=C\c4ccccc4)C3=O)C2=O)cc1 (configuration not stated),12,1.3,2.3,-6,6,5.9,-13,0.5,-11,-8,nt
Cc1ccc([C@H]2C(C(=O)O)=CC[C@@H](c3ccc(Cl)cc3)N2S(=O)(=O)c2ccccc2C)cc1,16,-3.6,0.2,17,-5,nt,341*,-0.9,-3,-16,98
Cc1ccc(NC(=O)CCCNC(=O)c2ccc(Cl)cc2)cc1S(=O)(=O)N1CCOCC1,11,0.1,-2.1,0,-4,0.0,2,-1.9,10,nt,94
COc1cccc(OC)c1C(=O)OCC(=O)NC1CCCCCC1,-16,-1.0,0.9,4,-1,1.5,4,1.8,-1,3,97
# New compounds follow
SMILES,HTR5A inv ag,OPRM1-OPRD1 ag,AddAB inh,MOR-DOR inv ag,HTR5A ag,phage Ecoli inh,SUMO Mot1 rescue,Ecoli viability,PKA-R1A act,PfHsp90 yeast 2,DSG3 Ab inh
O=C(NC(CC(=O)N1CCN(c2ccccc2O)CC1)c1ccccc1)c1ccccc1Cl (configuration not stated),-6,-1.4,1.5,6,2,1.2,11,0.7,-10,16,nt
Cc1ccc(-n2nc3c(c2NC(=O)C(C)C)CS(=O)(=O)C3)cc1,11,-2.6,-2.3,14,-3,nt,-2,-0.5,-3,-14,105
COc1ccccc1N1CCN(C(=O)c2cc3cc(Br)ccc3oc2=O)CC1,-20,-1.2,0.0,7,1,1.1,3,1.1,-7,-12,106
CC(SCc1ccc(C(=O)O)o1)c1ccc(C(=O)O)o1 (configuration not stated),-15,-3.2,-0.9,15,4,1.4,-12,1.4,-11,-8,106
Cc1ccc2nc(-c3ccccc3)cc(C(=O)NNC(=O)c3csc(N4CCOCC4)n3)c2c1,14,-3.1,-4.6,16,-5,0.5,17,-0.4,0,-6,102
CC[C@]12c3[nH]c4ccc(OC)cc4c3CCN1C(=O)C(CC(=O)NC(C)(C)C)C[C@@H]2C(=O)N1CCN(C(=O)c2ccco2)CC1 (some centres not stated),6,-1.9,-3.8,9,-2,4.0,nt,-1.8,-2,-24,105
COc1cccc(CC(NC(C)=O)C(=O)NC2CCN(c3nc(C)cc(C)c3C#N)CC2)c1OC (configuration not stated),0,-0.1,0.3,0,1,-0.6,633,-0.5,-3,-26,92
Cc1cc(Cl)ccc1NC(=O)CCCN1C(=O)CCC1=O,-7,-1.2,-1.0,6,4,0.7,-18,-0.6,2,nt,94
COc1ccc(-n2c(C)cc(C(=O)COC(=O)c3ccc(O)cc3O)c2C)cc1,-12,11,-0.6,-45,15*,0.1,nt,-0.9,5,-22,110
CCC1=C2CC[C@H]3C(=O)N(CC)C(=O)[C@H]3[C@H]2[C@@]2(Cc3ccccc3)C(=NCc3ccccc3)OC(=O)N2C1=O,-26,-3.6,2.0,17,3,3.2,-4,3.6,2,-17,100
N#C/C(=C\c1cccs1)C(=O)NCc1cccnc1,-10,-0.8,-1.1,5,-2,5.7,3,0.9,-3,1,85
CCc1ccccc1NC(=S)N1CCCCCC1,5,-1.5,nt,8,3,1.7,-1,nt,-3,4,nt
CN1CCN(Cn2cc(/C=C/C(=O)c3ccccc3)c3ccccc32)CC1,-27,2.8,0.6,-15,-1,nt,21,1.2,-12,15,114
COc1ccc(Cl)cc1NC(=O)COC(=O)CCNC(C)=O,-9,-0.8,4.3,5,-4,1.4,3,-2.6,4,-29,102
CCN1CCN(CC(=O)N2N=C(c3cccs3)CC2c2ccc(OC)cc2)C(=O)C1=O (configuration not stated),-1,-2.5,-3.0,12,0,2.9,2,-0.5,7,-30,nt
Cc1ccc(S(=O)(=O)NC(C(=O)Oc2ccc3ccc(=O)oc3c2)c2ccccc2)cc1 (configuration not stated),-12,-1.3,2.3,7,1,5.0,7,1.7,3,-11,113
CCc1cc(S(=O)(=O)N2CCN(C(=O)c3ccco3)CC2)ccc1OC,1,-1.6,6.5,8,0,0.6,333,3.6,-11,33,106
Cc1cc(Cl)c(S(=O)(=O)NCC2CCCO2)cc1OCC(=O)NC1CCCCC1 (configuration not stated),24,-2.3,-1.4,12,3,0.9,4,-1.7,-3,0,104
Cc1nc(-c2ccccc2)sc1C(=O)O,-7,-1.1,-1.3,5,3,1.3,-11,1.3,10,-9,82
NC(=O)C1CCN(c2c([N+](=O)[O-])cc(C(F)(F)F)cc2[N+](=O)[O-])CC1,-13,-0.6,4.8,3,2,0.4,-13,0.2,-1,9,110
COc1ccc(N2C(=O)CC(N3CCN(S(=O)(=O)c4ccc(Cl)cc4)CC3)C2=O)cc1 (configuration not stated),-11,0.4,0.2,-2,4,3.5,-2,-1.1,4,7,77
Cc1onc(C(=O)Nc2c(C)n(C)n(-c3ccccc3)c2=O)c1[N+](=O)[O-],-1,-2.3,1.3,12,0,1.9,-3,-1.6,13,7,89
O=C(COc1cccc2ccccc12)Nc1cc(Cl)ccc1C(=O)O,-27,-2.5,2.1,14,7,2.2,4,2.5,-8,-43,nt
CC1CN(S(=O)(=O)c2ccc(C(=O)Nc3nnc(-c4ccco4)o3)cc2)CC(C)O1 (configuration not stated),6,-0.7,-4.4,5,-2,1.1,2,1.3,1,-18,92

# Screening results: PubChem, several laboratories
